Bioassay records (PubChem BioAssay)
INS-1E GSIS act = primary screen for activators of insulin secretion dependent on glucose, INS-1E cells, GLuc reporter luminescence. AID 743287. INS-1E GLuc reporter insulin secretion, 2-3 h. activation, % at 16.6 µM. 0.61% of 370,000 active;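 active = lowest replicate activation of at least 40%, so every replicate reaches that level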;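 also: 0% = median of neutral control wells and 100% = median of IBMX positive control wells; some compounds called inactive have numbers as strong as hits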
RAD52 inh = inhibitors of human RAD52 DNA annealing. recombinant RAD52 DNA annealing, FRET fluorescence. inhibition, % at 18.7 µM. 0.46% of 360,000 active. AID 651710;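 active = every replicate showing at least 50% inhibition; inconclusive = mean inhibition at least 50% but not in every replicate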
Target sequence (P43351 whole entry, looked up): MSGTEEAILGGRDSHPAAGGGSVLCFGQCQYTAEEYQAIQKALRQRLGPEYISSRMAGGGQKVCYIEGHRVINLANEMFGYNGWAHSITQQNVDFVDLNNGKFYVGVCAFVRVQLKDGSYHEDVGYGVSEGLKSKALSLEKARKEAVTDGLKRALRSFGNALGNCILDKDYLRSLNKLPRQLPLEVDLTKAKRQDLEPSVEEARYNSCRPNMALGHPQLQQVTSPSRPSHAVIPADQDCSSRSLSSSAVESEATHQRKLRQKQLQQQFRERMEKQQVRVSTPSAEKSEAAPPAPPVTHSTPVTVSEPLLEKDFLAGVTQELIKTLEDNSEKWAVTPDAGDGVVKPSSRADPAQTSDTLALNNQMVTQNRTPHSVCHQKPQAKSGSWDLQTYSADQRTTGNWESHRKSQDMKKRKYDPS
F508del corr = correctors of CFTR F508del function in bronchial epithelial cells | CFBE cells, YFP halide quenching; stimulated with forskolin plus potentiator P3; % fluorescence drop versus neutral controls | activity (quench increase), % at 7.58 µM | 0.36% of 350,000 active | AID 720511;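 active = mean added fluorescence quench of at least 8% versus neutral control, with both replicates also reaching 8%; inconclusive = only one of the mean or replicate conditions met; inactive = mean below 8% and not both replicates reaching 8%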;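 also: cells transiently co-express mutant CFTR-F508del with the halide-sensitive YFP; corrector assay measuring rescue of mutant channel to the surface after 24 h compound exposure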
RAD54 branch = inhibitors of human RAD54 branch migration; inhibition, % at 10.4 µM; RAD54 Holliday junction branch migration, FAM/BHQ fluorescence; 0.14% of 360,000 active;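 active = mean normalized replicate activity at least 40 and at least half of replicates scoring 40 or more; inconclusive = only one of the two criteria met; inactive = mean below 40 and under half of replicates reaching 40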;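 also: 0% = median of neutral control wells and 100% = median of positive control wells; inhibitors cause a drop in the FAM fluorescence signal; in these data hits start at about 50%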
DENV2 CPE rescue = protects cells from dengue virus 2 cytopathic effect. DENV2-infected cells, cytopathic effect rescue, plate reader. CPE inhibition, % at 9.99 µM. 1.7% of 350,000 active; in the data active = CPE inhibition above about 20%, passing the limit was not always enough; inconclusive = no clear call, values can overlap the other calls; tested in BHK-21 cells;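 also: 0% = median of neutral control wells and 100% = median of positive control wells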
CASP6 VEID inh = blocks human caspase-6 cleavage activity; purified caspase-6, Z-VEID-R110 cleavage fluorescence; inhibition, % at 12.5 µM; 0.53% of 350,000 active;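 active = mean inhibition across replicates at least about 35%, with every replicate also reaching that limit, limit read from the data; inconclusive = only one of the two criteria met; inactive = neither criterion met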;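 also: 0% = median of neutral control wells and 100% = no fluorescence left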
Target sequence (P55212 24-179 limits assumed): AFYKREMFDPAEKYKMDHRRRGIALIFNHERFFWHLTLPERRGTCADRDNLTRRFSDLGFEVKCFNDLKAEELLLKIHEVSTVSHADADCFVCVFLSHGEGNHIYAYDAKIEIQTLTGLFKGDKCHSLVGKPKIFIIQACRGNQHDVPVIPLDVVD
Target sequence (P55212 194-293 limits assumed): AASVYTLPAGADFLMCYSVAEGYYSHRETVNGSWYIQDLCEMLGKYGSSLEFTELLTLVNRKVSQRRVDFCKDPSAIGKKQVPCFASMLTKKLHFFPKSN
XiGFP reactiv = reactivates the inactive X chromosome in mouse fibroblasts. AID 743238. 0.055% of 360,000 active. activation, % at 7.58 µM. XiGFP mouse fibroblasts, % GFP-positive cells imaging, 3 d; cells co-treated with 5-aza-dC sensitizer; scaled so ellipticine positive control = 100%;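 active = mean normalized replicate activation at least 10% and every replicate at or above 10%; inconclusive = only one of the two criteria met; inactive = mean below 10% and not all replicates reach 10%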;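 also: 0% = median of on-plate neutral control wells and 100% = ellipticine 6 µM median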
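Assay system – SV40-immortalized XiGFP fibroblast cells, line 68-5-11 · Buffer or medium – DMEM supplemented with 5-aza-dC as sensitizing agent · Dosing – one concentration, pinned · Benchmarks – positive control ellipticine, 6 µM final · Times – 3 days compound exposure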
E-sel inducer = E-selectin induction on HUVECs | P16581 | HUVEC E-selectin immunofluorescence imaging; normalized: neutral wells 0, TNF-alpha wells 100 | activation, % at 7.58 µM | 0.37% of 260,000 active | AID 686992;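 active = mean E-selectin-positive cell signal at least 10% of the positive control, reached in at least 60% of replicates, without over 20% cell loss; inconclusive = no rule given, readout overlaps actives, possibly toxicity-flagged; inactive = the rest, including those meeting only one limit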;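 also: in these data hits start at about 27%; measured in HUVEC primary endothelial cells; signal is the percent of cells scored E-selectin positive by PE staining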
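Test system: HUVEC; input: 3,000 HUVEC/well; measured by: immunofluorescence imaging; read-out: % PE-positive cells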
Starred values were filed as active, the others as inactive; ? = inconclusive; . = not tested or not shown; & = joins results of further samples.

Value order – INS-1E GSIS act	RAD52 inh	F508del corr	RAD54 branch	DENV2 CPE rescue	CASP6 VEID inh	XiGFP reactiv	E-sel inducer
CC(C)CC(OC(=O)CC1Sc2ccccc2NC1=O)C(=O)NC1CCCC1 (centres undefined)
→ -18	-4	1.1	-5	-6	3	0.1	.
COc1ccccc1-c1cc(NC(C)=O)c2ncc(-c3cccc(C(C)=O)c3)n2c1
→ 2	-33	3.1	-6	?	1	0.0	-0.3
Cc1nn(-c2ccccc2)c(C)c1S(=O)(=O)O
→ -14	-4	-3.2	.	-1	15	0.1	.
Cc1cc(=O)[nH]c2c(C)cc(S(=O)(=O)N3CCOCC3)cc12
→ 14	-12	0.2	11	-5	-3	0.0	0.3
CC1CCCC(NC(=O)c2cc(S(=O)(=O)N3CCOCC3)ccc2F)C1C (centres undefined)
→ 2	-17	-1.7	.	2	0	0.0	0.1
Cc1cccc(NC(=O)CN2C(=O)COc3ccc(Cl)cc32)c1C
→ 9	-4	-0.1	2	-2	1	0.1	1.0
O=C(C[C@H]1C=C[C@@H](NC(=O)Cc2ccccn2)[C@H](CO)O1)NCCc1ccncc1
→ 6	-44	-2.1	3	11	-3	0.4	-0.3
CCOc1ccc(S(=O)(=O)N2CCC(C(=O)Nc3cccc(NC(C)=O)c3)CC2)cc1
→ -2	-10	-1.8	-2	5	1	-0.1	.
O=C(C[C@@H]1C[C@H]2c3cc(NC(=O)NC4CCCCC4)ccc3O[C@H]2[C@@H](CO)O1)NCc1ccncc1
→ 2	13	-1.9	7	-12	3	-0.1	0.0
Cn1c(SCC(=O)Nc2ccccc2)nc(O)cc1=O
→ 10	-4	-1.4	-9	-8	2	.	.
CC1CN(CC(=O)Nc2nc(-c3ccc(Cl)cc3)cs2)CC(C)O1 (centres undefined)
→ -32	-30	-3.4	-3	-1	1	0.0	0.3
Cc1nc2scc(-c3ccco3)c2c(=O)n1/N=C/N(C)C
→ 3	-28	0.8	-14	3	3	.	.
Cc1onc(NC(=O)c2ccc([N+](=O)[O-])o2)c1Br
→ -6	-4	-3.3	11	-11	5	0.0	0.4
NC(N)=NC(N)=NCCc1ccccc1
→ .	1	3.0	-17&-1	6	-1	0.8	0.0
COCCn1c(C)cc(C(=O)COC(=O)c2cncc(Br)c2)c1C
→ -12	-8	-1.9	-1	-2	4	0.0	.
CCc1nnc(NC(=O)[C@@H](NC(=O)c2cc(OC)cc(OC)c2)C(C)C)s1
→ 4	-8	0.1	.	0	-2	0.4	.
COc1ccc(-c2cnc3c(NC(C)=O)cc(-c4ccccc4OC)cn23)cc1OC
→ 1	8	3.6	3	30*	10	0.2	-0.3
CCOC(=O)c1c(C)[nH]c2c1cc(O)c1ccccc12
→ -4	-1	-3.7	5	-5	3	.	.
O=C(C[C@H]1C=C[C@H](NC(=O)c2ccccc2)[C@@H](CO)O1)Nc1ccc(-c2ccccc2)cc1
→ 9	-5	-0.3	-9	9	-2	-0.5	0.0
CC(C)(C)OC(=O)N[C@H](C(=O)OC(C)(C)C)c1ccc2ccccc2c1
→ -1	0	3.0	6	1	-6	0.0	0.0
COc1cccc(CC2(CO)CCN(C(=O)NC3CCCCC3)CC2)c1
→ -12	-5	-1.7	2	.	10	0.4	-1.2
Cc1cccc(N2CN=c3s/c(=C\c4ccccn4)c(=O)n3C2)c1
→ .	-17	-3.4	5	4	-11	0.0	0.0
C[C@@H]1CN([C@@H](C)CO)C(=O)c2cc(NC(=O)c3ccccc3)ccc2O[C@@H](C)CCCCO[C@H]1CN(C)C(=O)Nc1ccc2c(c1)OCO2
→ -5	13	-3.5	-6	-7	-2	0.1	-0.1
O=C(c1ccc(OCC2CCCO2)cc1)N1CCN(S(=O)(=O)c2cccc(F)c2)CC1 (centres undefined)
→ -2	13	-4.6	-4	5	-144	-0.1	.
CN(C)C(=O)C[C@@H]1CC[C@@H]2[C@H](COC[C@@H](O)CN2C(=O)C2CC2)O1
→ 6	-3	-1.9	3	?	1	0.0	0.1
O=c1oc2ccccc2c(NC2CCCCC2)c1NS(=O)(=O)c1ccc(F)cc1
→ -6	2	2.7	15	0	2	-0.1	.
CC(=O)NCCc1ccc(C(=O)COC(=O)C2CCCCC2)cc1
→ -4	-2	2.9	.	9	-2	0.2	2.2
CCN(C(=O)COC(=O)/C=C/c1cccc(Br)c1)C1CCS(=O)(=O)C1 (centres undefined)
→ 10	-2	-1.5	7	0	1	0.0	.
COc1ccccc1NC(=O)C1CCOC1=O (centres undefined)
→ .	-2	1.6	2	2	2	0.0	0.0
C[C@@H]1CCCCO[C@H](CN(C)CC2CCCCC2)[C@@H](C)CN([C@H](C)CO)C(=O)c2cc(NS(=O)(=O)c3ccccc3)ccc2O1
→ 7	10	4.5	-4	28*	1	0.1	-0.1
Cc1ccc2nc(-c3ccsc3)c(NC3CCCC3)n2c1
→ 13	-11	3.5	12	9	1	-0.2	0.4
CC(C)(C)OC(=O)C[C@@H]1C/C=C\C[C@@H](CC(=O)N[C@H](CO)Cc2ccccc2)C(=O)NCCOC1=O
→ .	7	2.4	4	-8	3	4.6	.
CN1C(=O)C2(OCC(C)([N+](=O)[O-])CO2)c2ccccc21 (centres undefined)
→ 10	-2	-0.6	-1	-1	1	0.0	.
S=c1[nH]nc(-c2ccccc2)n1/N=C/c1cccs1
→ 13	-14	.	-4	.	4	.	.
Nc1ccc2nc(-c3ccc(-c4nc5ccc(N)cc5[nH]4)cc3)[nH]c2c1
→ -1	-10	0.6	.	-2	1	0.2	-0.2
C[C@@H]1CCCCO[C@@H](CN(C)C(=O)c2ccccc2)[C@H](C)CN([C@@H](C)CO)C(=O)c2cc(NC(=O)c3ccccc3)ccc2O1
→ 0	5	0.2	7	-5	-1	0.2	.
COc1ccc(-c2ccc(CCC(=O)O)n2CC2CCCO2)cc1 (centres undefined)
→ -14	-62	1.1	.	4	1	0.1	.
N#Cc1ccccc1S(=O)(=O)N1CCNS(=O)(=O)c2ccccc21
→ 25	-7	-2.4	-7	0	0	-0.2	0.4
O=C(NC1Cc2ccccc2C1)[C@@H]1N[C@@H]2c3cccc(=O)n3C[C@@H]2[C@H]1CO
→ -13	-7	.	4	8	2	0.0	0.1
C/C(=N\NC(=S)Nc1c(C)cccc1C)c1cc2ccccc2o1
→ -5	-81	.	.	-1	4	0.3	.
CC(C)C(C(=O)NC1CCCC1)N(CC1CCCO1)C(=O)CNS(=O)(=O)c1ccc(F)cc1 (centres undefined)
→ -11	-14	0.0	-8	-1	2	0.0	.
O=S1(=O)CC(N2CCCC2)CN1Cc1cn(Cc2cccc(C(F)(F)F)c2)nn1 (centres undefined)
→ -1	-15	-0.6	.	3	-2	0.2	-0.1
C[C@H](C(=O)N(C)C[C@H]1OCc2ccccc2-c2c(n(C)c3ccccc23)C(=O)N([C@H](C)CO)C[C@H]1C)c1ccccc1
→ -17	19	-0.2	.	-1	0	0.0	0.1
COc1cccc(C2C3=C(CC(C)(C)CC3=O)Nc3cc4c(cc32)OCO4)c1 (centres undefined)
→ 13	-9	-11	15	-9	0	0.2	-0.3
CC(C)C(NS(=O)(=O)c1cccc(C(F)(F)F)c1)C(=O)NCc1cccs1 (centres undefined)
→ .	-30	2.6	5	1	-18	0.4	.
COc1ccc(NC(=O)CCN2C(=O)c3ccccc3C2=O)c(OC)c1
→ 1	-9	-0.7	1	6	-4	0.0	.
COc1cc2ccccc2cc1C(=O)NCCCN1CCOCC1
→ 13	-4	-2.2	-8	3	-97	0.1	-0.1
C[C@@H]1CN([C@H](C)CO)C(=O)c2cc(NC(=O)Nc3cccc4ccccc34)ccc2O[C@@H](C)CCCCO[C@@H]1CN(C)Cc1ccc2c(c1)OCO2
→ -3	.	0.1	5	-20	.	0.1	0.2
Cc1ccc(S(=O)(=O)N2CCOCC2)cc1-c1n[nH]c(=S)n1-c1ccccc1
→ 10	9	2.9	-1	-6	3	0.0	-0.3
C[C@H]1CN([C@@H](C)CO)C(=O)c2cc(NC(=O)c3ccncc3)ccc2O[C@@H]1CN(C)C
→ 15	-1	-1.4	3	-2	1	-1.3	.
O=C(c1ccccc1F)N1CC[C@@H]2[C@H](CO)Nc3ccc(-c4cccc(F)c4)cc3[C@@H]21
→ 13	.	-0.5	-2	.	.	0.0	-0.7
CC(C)NC(=O)Nc1cccc2c1O[C@H](CN(C)S(=O)(=O)c1cccs1)[C@H](C)CN([C@H](C)CO)C2=O
→ 12	.	0.4	.	.	.	-1.4	-4.2
CCn1c(CNC(=O)c2ccccc2OC)nnc1SCC(=O)c1ccc(F)cc1
→ -9	-16	3.0	-2	?	2	0.0	0.2
N#C/C(=C\c1ccc[nH]1)C(=O)c1ccccc1
→ 21	-7	1.0	-1	-8	1	0.0	-0.4
CC1(C)Cc2c(sc(NC(=O)c3ccc4c(c3)OCCO4)c2C(N)=O)C(C)(C)N1
→ 3	-11	1.8	19	-2	-8	0.1	-0.1
Cc1cccc(C)c1OCc1cc(C(=O)N2CCN(C3CCCC3)CC2)no1
→ -6	-8	1.2	-3	-6	-4	0.0	0.1
O=C(NCc1cccnc1)c1cc(C2CCCCN2S(=O)(=O)c2ccc(F)cc2F)on1 (centres undefined)
→ -8	2	-1.9	-1	3	0	0.5	0.6
COc1ccc(CNC(=O)CC2C[C@H](C(=O)N3CCOCC3)[C@@]3(C)c4[nH]c5ccccc5c4CCN3C2=O)cc1OC (some centres undefined)
→ -5	-8	1.3	4	4	-3	0.0	-0.6
C[C@H]1CN([C@@H](C)CO)C(=O)c2cccc(NC(=O)c3ccncc3)c2O[C@@H]1CN(C)S(=O)(=O)c1ccccc1
→ 2	-4	-5.2	-2	9	1	-1.0	3.2
Clc1ccccc1OCCn1ccnc1
→ 30	-15	-0.8	7	.	2	.	.

The list goes on.
Value order – INS-1E GSIS act	RAD52 inh	F508del corr	RAD54 branch	DENV2 CPE rescue	CASP6 VEID inh	XiGFP reactiv	E-sel inducer
COCCN1Cc2cc(C(=O)OC)c3c(c2C1=O)c1cc(OC)ccc1n3C(=O)c1ccccc1
→ .	-45	3.2	.	-2	-5	0.0	-0.2
O=C(C[C@H]1CC[C@@H]2[C@H](COC[C@@H](O)CN2C(=O)Nc2cc(Cl)cc(Cl)c2)O1)N1CCCCC1
→ -13	-9	0.3	2	-16	-2	0.2	0.0
O=C(Nc1ccc(F)cc1)N[C@@H]1CC[C@H](CCNC(=O)c2ccccc2F)O[C@@H]1CO
→ -2	-7	0.4	.	-5	1	-0.1	-0.4
CCOC(=O)c1c(NC(=O)COC(=O)c2ccc(O)cc2)sc(C(=O)NC)c1C
→ 1	-12	-2.4	7	-9	0	0.3	.
CCC(=O)N1CCN(c2ccc(NC(=O)c3ccc4ccccc4c3)cc2)CC1
→ 9	-14	-2.1	2	9	-3	0.0	0.1
O=C(COC(=O)CCc1nc2ccccc2c(=O)[nH]1)NC1CCS(=O)(=O)C1 (centres undefined)
→ -7	-12	-1.1	.	-5	-5	0.0	4.2
CC(C)Cc1ccc(-c2cc3nc(NCCc4ccc(S(N)(=O)=O)cc4)ccn3n2)cc1
→ -9	0	1.4	-3	-5	0	0.0	0.4
CC(=O)Nc1ccc(NC(=O)c2ccc(OCc3c(C)noc3C)cc2)cc1
→ -2	-11	-4.3	4	-6	-2	0.2	-0.1
